Dengue virus CPE = Dengue virus cytopathic effect inhibitors, cell-based, CPE readout, HTS (AID 540333) | CPE inhibition, % at 20 µM | 10,000 tested, 3.1% active | Dengue virus CPE inhibition in host cells; stronger effect = higher value; in the data active means CPE inhibition mostly above about 9.1%, no sharp cut-off; inactive means mostly below about 7.2%
* hit, by the source's call; i = inactive. Only part of the results is shown; count on the stated rates, not on these rows.

SMILES	Dengue virus CPE
COC(=O)c1ccc(NC(=S)NC2CCCCC2C)cc1 (stereo unspecified)	0.4
S=c1[nH]nc(-c2ccco2)n1/N=C/c1ccc(Cl)cc1	0.2
COC(=O)C1=NN[C@H](C(=O)OC(C)(C)C)[C@H]1c1ccccc1	i
FC(F)(F)c1cc(N2CCOCC2)nc(-c2ccccc2)n1	i
O=C(Nc1cccc(-c2nc3ccccc3s2)c1)C1=COCCO1	i
O=C(CSc1nc(-c2ccccc2)cc(C(F)(F)F)n1)c1cccc([N+](=O)[O-])c1	1.7
Cc1cccc(C(=O)Nc2ccccc2C(=O)OCC(=O)Nc2ccc(C#N)cc2)c1	i
COc1ccccc1/C=C\C=N\n1c(-c2ccc(Cl)cc2)n[nH]c1=S	1.2
Cc1scc(-c2n[nH]c(=S)n2C(C)c2ccccc2)c1C (stereo unspecified)	3.1
Cc1ccc(C)c(NC(=O)COc2cccc3c2CCN(Cc2ccccc2C)C3=O)c1	0.4
CCCCCCNCc1c(F)cccc1Cl	1.2
CCOC(=O)C1CN(C(C)(C)C)C(=O)C1=O (stereo unspecified)	i
O=C(CCCCCCCC(=O)NNC(=O)Nc1ccccc1)NNC(=O)Nc1ccccc1	2.3
O=C(Cn1cnc2c(cnn2-c2ccccc2)c1=O)Nc1ccc(S(=O)(=O)N2CCOCC2)cc1	i
CC(Sc1nnc(NC2CCCCC2)s1)C(=O)Nc1ccc2c(c1)C(=O)c1ccccc1C2=O (stereo unspecified)	12*
O=C(CSCc1ccccc1)N=Nc1c(O)[nH]c2ccccc12	i
CC(=O)C1=C(C)NC(SCc2cccc3ccccc23)=C(C#N)C1c1ccco1 (stereo unspecified)	1.5
Cc1ccc(NC(=O)c2cc(S(=O)(=O)NCCc3ccccc3)ccc2F)cc1Cl	2.8
CCOC(=O)c1c(-c2ccccc2)csc1NC(=O)CCN1C(=O)c2ccccc2C1=O	i
COC(=O)CCCC1=CC2=C(c3ccccc3)C(=O)C(C)(OC(=O)C3CCCC3)C(=O)C2=CN1Cc1ccc2c(c1)OCO2 (stereo unspecified)	0.9
O=C(CCCN1C(=O)/C(=C/c2ccco2)SC1=S)Nc1ccccc1	1.2
COc1ccc(CCNC(=O)CCNC(=O)c2ccc(Br)cc2)cc1OC	0.1
Cc1ccc(S(=O)(=O)N(Cc2cc3cccc(C)c3[nH]c2=O)c2ccccc2)cc1	0.6
O=C(NC1CC1)C1=C[C@@H](c2ccc(C(F)(F)F)cc2)C[C@@H](OCc2ccc(CO)cc2)O1	2.0
N#C/C(=C\c1cn(Cc2ccccc2F)c2ccccc12)C(=O)NCc1ccco1	5.2
CCC(C)C(NC(=O)c1ccc(Cl)cc1Cl)C(=O)O (stereo unspecified)	0.7
O=[N+]([O-])c1ccc(OCC(O)CN(C2CCCCC2)C2CCCCC2)cc1 (stereo unspecified)	0.3
O=C(CSc1nc(-c2ccccc2Cl)ns1)NCc1ccc2c(c1)OCO2	1.6
Cc1c(Cl)cnc(NC(=O)COC(=O)c2ccc(S(=O)(=O)NCc3ccco3)cc2)c1Cl	i
Cc1cs/c(=N\N=C\c2ccc(O)cc2)n1Cc1ccco1	i
COc1cc(C(=O)NC(=S)Nc2ccc([N+](=O)[O-])cc2C)cc(OC)c1OC	i
Cc1sc(NC(=O)c2ccccc2)c(C(c2ccccn2)N2CCN(CCO)CC2)c1C (stereo unspecified)	1.2
O=C(O)CCCCCNc1ccc2nsnc2c1[N+](=O)[O-]	0.8
Cc1ccc(C(=O)NC(=S)Nc2ccccc2N2CCCC2)cc1[N+](=O)[O-]	0.1
COc1cc(/C=N/NC(=O)Nc2ccccc2)ccc1OC(C)=O	0.1
CN1CCN(NC(=S)NC2CCCCC2)CC1	1.4
Cc1ccc(Cl)c(OCCN2CCCC(C)C2)c1 (stereo unspecified)	i
CN(C)S(=O)(=O)n1cnc([C@@H]2[C@@H]3C(=O)OC[C@@H]3C[C@]23N=CN(Cc2ccccc2)C3=O)c1	i
Nc1cc(Cl)nc(N/N=C/c2ccc([N+](=O)[O-])cc2)n1	1.3
Cc1ccc(-c2[nH]c(-c3ccc(C(=O)O)cc3)nc2-c2ccccc2)cc1	i

Reformatted as comma-separated lines: entries from further up
SMILES,Dengue virus CPE
CCOC(=O)c1c(-c2ccccc2)csc1NC(=O)CCN1C(=O)c2ccccc2C1=O,i
CN(C)S(=O)(=O)n1cnc([C@@H]2[C@@H]3C(=O)OC[C@@H]3C[C@]23N=CN(Cc2ccccc2)C3=O)c1,i
COc1ccccc1/C=C\C=N\n1c(-c2ccc(Cl)cc2)n[nH]c1=S,1.2
Cc1ccc(C)c(NC(=O)COc2cccc3c2CCN(Cc2ccccc2C)C3=O)c1,0.4
CC(Sc1nnc(NC2CCCCC2)s1)C(=O)Nc1ccc2c(c1)C(=O)c1ccccc1C2=O (stereo unspecified),12*
O=C(CCCCCCCC(=O)NNC(=O)Nc1ccccc1)NNC(=O)Nc1ccccc1,2.3
Nc1cc(Cl)nc(N/N=C/c2ccc([N+](=O)[O-])cc2)n1,1.3

The results go on.
SMILES	Dengue virus CPE
COC(CNC(=S)Nc1ccc([N+](=O)[O-])cc1)OC	1.0
CCCC1=NN(C(=O)CCc2ccccc2O)C(O)(C(F)(F)F)C1 (stereo unspecified)	1.4
Cc1nc(SCC(=O)c2cc3ccccc3oc2=O)c(C#N)c(-c2ccccc2)c1C(=O)Nc1ccccc1	2.3
COc1ccc(N(C(=O)CSCC(=O)Nc2cc(C)on2)C(C(=O)NC2CCCCC2)c2ccc(O)c(O)c2)cc1 (stereo unspecified)	i
CCc1nnc(NC(=O)CCC(=O)N2CCN(C3c4ccccc4-c4ccccc43)CC2)s1	i
CCc1cccc(C)c1NC(=S)NCc1cccn1C	i
CC(=C/c1ccco1)/C=N/NC(=O)Cc1cccn1C	1.0
CCOC(=O)C1=C(C)C2C3C(=O)N(c4ccc(C)cc4C)C(=O)C3C1(C)C1C(=O)N(c3ccc(C)cc3C)C(=O)C21 (stereo unspecified)	i
COc1ccccc1C(=O)NC(=S)NNC(=O)c1sc2ccccc2c1Cl	5.8
c1ccc(Cn2nc(-c3ccccc3)nc2-c2ccccc2)cc1	i
CCOc1cc(/C=N/NC(=O)CN2CCCCC2)ccc1OCc1cccc(Cl)c1	9.5
Cc1ccc2c(C(=O)CSc3ccccc3)c(C)[nH]c2c1	i
COCCC(=O)NNS(=O)(=O)c1ccc(Cl)cc1	0.1
CC(=O)Nc1ccccc1C(=O)C(=O)Nc1cccc(C(=O)NCc2ccccc2)c1	i
Cc1cccc(-n2c(C)cc(/C=C3\C(=N)N4N=C(CC(C)C)SC4=NC3=O)c2C)c1	0.6
CCN(CC)c1ccc(S(=O)(=O)Nc2cc(Cl)ccc2Cl)cc1NC(=S)NC(=O)C1CCCC1	27*
O=c1c2ccccc2c(/C=N/c2nnc(Cc3ccccc3)s2)c(O)n1-c1ccc(Cl)cn1	i
CC(=O)NC(CC(C)C)C(=O)NC(CO)C(=O)NC(CCC(=O)O)C(=O)NC(C)C(=O)NC(CC(C)C)C(N)=O (stereo unspecified)	0.4
CCCCC(=O)Nc1nc(C)c(-c2csc(Nc3cc(Cl)ccc3OC)n2)s1	i
O=C(COC(=O)c1cc2ccccc2cc1O)Nc1cccnc1Cl	0.2
O=C(CS(=O)(=O)Cc1ccccc1)Nc1ccc(S(=O)(=O)N2CCOCC2)cc1	i
O=[N+]([O-])c1ccc(NC(=S)N2CCc3ccccc3C2)cc1	0.4
COc1ccccc1-c1nc2ccccc2c(=O)n1NC(=O)c1cccs1	i
CC(C)(C)c1ccc(/C=C/C(=O)N2CCOCC2)cc1	i
O=C1C2C(c3ccccc3)C=CC(c3ccccc3)C2C(=O)N1c1cccnc1 (stereo unspecified)	0.3
COc1ccc(C(=O)NN=C(Cc2ccccc2)Cc2ccccc2)cc1OC	i
CCOC(=O)Cc1ccc2sc(-c3ccccc3)nc2c1	i
Cc1ccc(NC(=S)/N=C(\N)Nc2nc(C)c3ccccc3n2)cc1C	2.5
C#Cc1ccc([C@@H]2C=C(C(=O)NCc3ccccc3)O[C@H](OCCCCO)C2)cc1	0.2
Cc1[nH]c2ccccc2c1N=Nc1cccc(C(=O)O)c1	i
CCCN(CCC)S(=O)(=O)c1ccc(C(=O)Nc2nc3c(s2)CCc2ccccc2-3)cc1	0.0
CCc1ccc(NC(=O)COc2ccc(/C=C(/C#N)c3nc4ccccc4[nH]3)cc2OC)cc1	i
O=C(O)CCCCn1c(SCC(=O)Nc2ccccc2C(F)(F)F)nc2ccsc2c1=O	0.6
COc1ccc(NC(=S)NNC(=O)Cn2nc(C(F)F)cc2C(F)F)cc1	i
CCOc1ccc(C(=O)N/N=C/c2ccccc2[N+](=O)[O-])cc1	0.7
COc1ccc(NC(=O)CN2C(=O)C(c3ccccc3)=NC23CCCCCC3)cc1OC	0.9
CCOC(=O)C1CCCN(c2nc3ccccc3nc2C(C#N)C(=O)OC(C)COC)C1 (stereo unspecified)	0.7
Cc1ccc(NC(=O)CN(C)C(=O)COc2cccc3cccnc23)cc1	0.2
CCOC(=O)c1cc(-c2ccccc2)sc1NC(=O)CCN1C(=O)c2ccccc2C1=O	2.2
COc1ccc(C(=O)NCC(=O)NCC(=O)OCC(=O)C(C)(C)C)cc1	0.3
COc1ccc(-c2oc(=O)c3cc(OC)c(OC)cc3c2-c2cc(F)cc(OC)c2)cc1	0.6
C=C(C(=O)c1ccccc1)C(C)C(=C)C(=O)c1ccccc1	i
CCN(CC(=O)Nc1ccc(NC(C)=O)cc1)C(=O)COc1ccc(C(=O)c2ccccc2)cc1	i
CCn1c(C)nc2cc(C(=O)N/N=C/c3ccc(OC)c(O)c3)ccc21	3.0
O=C(O)CC/C(=N/NC(=O)c1cccs1)c1ccccc1	1.5
Cc1ccc(N2C(=O)CC(NNc3nc4ccccc4s3)C2=O)cc1 (stereo unspecified)	i
CC(=O)C1=NN(c2ccccc2)C(c2ccc3c(c2)OCO3)N1c1ccc(N2CCOCC2)cc1 (stereo unspecified)	0.8
O=C(Nc1ncc(Cc2ccc(SC(F)F)cc2)s1)c1ccc(OC(F)F)cc1	1.9
CN(c1ccccc1)S(=O)(=O)c1cccc(NC(=O)CSc2nnc(N)s2)c1	0.1
CCO[C@@H]1OC(C(=O)O)=C[C@H](c2cn(C(C)=O)c3ccccc23)[C@H]1CCCO	i
The list goes on.
SMILES	Dengue virus CPE
CC(=O)c1ccc(N2CCN(C(=S)Nc3cccc(Cl)c3)CC2)cc1	i
CCOc1ccc(Br)cc1S(=O)(=O)Nc1ccc(C(=O)OC(C)C(=O)N(C)c2ccccc2)cc1 (stereo unspecified)	6.1
O=C(O)CCN1C(=O)c2ccc(NC(=O)CSc3ccccc3)cc2C1=O	0.8
Cc1cccc(/C(N)=N/OC(=O)c2ccc(F)cc2)c1	0.4
CCCNC(=O)C(Cc1cccc(OC)c1)NC(=O)c1ccc(C(C)(C)C)cc1 (stereo unspecified)	0.5
CCN(CC)S(=O)(=O)c1ccc(-c2nnc(SCC(=O)N3c4ccccc4CC3C)n2CC)cc1 (stereo unspecified)	0.0
COc1cc(/C(C)=N/NC(=S)NC(C)C)cc(OC)c1OC	i
O=C(NNC(=O)c1ccco1)c1ccccc1	i
Cc1ccc(/C=N/NC(=O)Nc2ccccc2)o1	0.5
CCNC(=O)Cn1c(=O)c(=O)n(Cc2ccccc2)c2ccc(Cl)cc21	i
O=C(OCC(=O)N1CCCCC1)c1cc(NS(=O)(=O)c2ccc(Cl)c([N+](=O)[O-])c2)ccc1O	0.5
Cc1ccc(S(=O)(=O)NC2c3cccc4cccc(c34)C2Sc2ncccn2)cc1 (stereo unspecified)	7.0
NC(=O)C1CCN(C(=O)Cc2ccc([N+](=O)[O-])cc2)CC1	i
C[C@@H](OC(=O)c1[nH]cnc1C(=O)N1CCc2ccccc2C1)c1ccccc1	i
CC(=O)OCCSc1c(-c2ccccc2)c2cc(Cl)ccc2[nH]c1=O	2.4
CCOc1ccc2c(c1)c(N=NC(=N)N)c(O)n2C	0.0
Cc1cc2ccccc2nc1Br	0.2
Cc1cccc(C)c1OCc1nc2ccccc2c(=O)n1/N=C/c1ccc(OCC(=O)O)cc1	0.3
CC(=O)NN=C1CCC(c2ccccc2)CC1 (stereo unspecified)	1.4
CCn1c(COc2ccccc2Cl)nnc1SCC(=O)Nc1ncccc1C	i
O=C(Nc1ccc(S(=O)(=O)N2CCCC2)cc1)c1ccc(CN2CCc3ccccc3C2)cc1	i
CN(c1ccccc1)S(=O)(=O)c1cccc(NC(=O)CSc2nncn2C)c1	0.3
COc1ccc(-c2cc(C(=O)OCC(=O)Nc3ccc4c(c3)OCO4)c3ccccc3n2)cc1	0.2
CCc1ccc(N2C(=O)CC(N(CC3CCCO3)C(=O)/C=C/C(=O)O)C2=O)cc1 (stereo unspecified)	0.6
C/C(=N\Nc1ncc(Cl)cc1Cl)c1ccc(S(=O)(=O)NCc2ccco2)cc1	i
CC1(C)CC(=O)C(CO)=C(c2cccc3ccccc23)C1=O	i
COc1cc(NC(=O)C/C(C)=N/NC(=O)C(OC)c2ccccc2)c(OC)cc1Cl (stereo unspecified)	i
CC(C)c1ccc(OCC(=O)Nc2ccc(OC(F)(F)F)cc2)cc1	0.0
Cc1cccc(-n2cc[nH]c2=S)c1	0.8
COCCCNC(=O)COc1ccc(Br)cc1Cl	0.2
CSc1ccccc1NC(=O)CN(C)CC(=O)Nc1c(F)cccc1F	i
CCOCCCNCc1ccc(Cl)cc1	i
Cc1ccsc1C1Nc2ccccc2C(=O)N1O (stereo unspecified)	4.8
O=C(NCCC(c1ccccc1)c1ccccc1)c1cnccn1	i

3 records drawn at random from the list so far, as already listed:
SMILES	Dengue virus CPE
O=C(NCCC(c1ccccc1)c1ccccc1)c1cnccn1	i
Cc1ccsc1C1Nc2ccccc2C(=O)N1O (stereo unspecified)	4.8
CSc1ccccc1NC(=O)CN(C)CC(=O)Nc1c(F)cccc1F	i

High-throughput results from PubChem.
